# Source: PubChem
# COUP-TFII inh: inhibitors of human COUP-TFII (NR2F2); P24468; HEK293T NGFI-A luciferase reporter, luminescence; inhibition, % at 8.6 µM; 0.7% of 370,000 active;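 active = inhibition above a per-plate cutoff, mean inhibition of test wells between control levels plus 3 SD, cut at about 38% in these data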;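 note: cells cotransfected with COUP-TFII expression vector driving the NGFI-A reporter; 0% = median of COUP-TF2 test wells and 100% = reporter-only cells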
# Target sequence (P24468 whole entry, looked up): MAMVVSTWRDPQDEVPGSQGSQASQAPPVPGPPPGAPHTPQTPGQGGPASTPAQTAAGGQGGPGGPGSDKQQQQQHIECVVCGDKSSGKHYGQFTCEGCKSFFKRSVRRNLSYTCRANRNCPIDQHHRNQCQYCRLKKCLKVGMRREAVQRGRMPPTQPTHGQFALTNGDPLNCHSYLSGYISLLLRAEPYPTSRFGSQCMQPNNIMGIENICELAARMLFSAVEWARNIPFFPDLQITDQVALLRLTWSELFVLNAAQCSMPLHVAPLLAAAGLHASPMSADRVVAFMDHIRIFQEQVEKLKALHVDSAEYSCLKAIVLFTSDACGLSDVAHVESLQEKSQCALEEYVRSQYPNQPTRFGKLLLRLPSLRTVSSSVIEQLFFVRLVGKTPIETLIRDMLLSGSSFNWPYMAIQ
# CF NFkB block: cystic fibrosis NF-kB activation inhibition; KKLEB NF-kB-GFP reporter, PAF-induced, GFP fluorescence overnight; 0.86% of 360,000 active; AID 588850; inhibition, % at 5 µM;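 active = at least 50% inhibition at 5 µM, scaled per plate between neutral and stimulator controls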;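 note: PAF is a Pseudomonas aeruginosa culture filtrate used as stimulus; plate controls were PAF-stimulated DMSO wells for no effect and unstimulated DMSO wells for full effect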
# NR5A2 inv ag: NR5A2 inverse agonism in reporter assay; O00482; HEK293T StAR-luciferase reporter, LRH-1 transfected, 24 h; inhibition, % at 3.6 µM; 0.13% of 360,000 active;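 active = inhibition above the mean inhibition of all tested compounds plus 3 SD, cut at about 73% in these data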;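 note: 0% = DMSO wells and 100% = reporter-only cells lacking LRH-1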
# Target sequence (O00482 whole entry, looked up): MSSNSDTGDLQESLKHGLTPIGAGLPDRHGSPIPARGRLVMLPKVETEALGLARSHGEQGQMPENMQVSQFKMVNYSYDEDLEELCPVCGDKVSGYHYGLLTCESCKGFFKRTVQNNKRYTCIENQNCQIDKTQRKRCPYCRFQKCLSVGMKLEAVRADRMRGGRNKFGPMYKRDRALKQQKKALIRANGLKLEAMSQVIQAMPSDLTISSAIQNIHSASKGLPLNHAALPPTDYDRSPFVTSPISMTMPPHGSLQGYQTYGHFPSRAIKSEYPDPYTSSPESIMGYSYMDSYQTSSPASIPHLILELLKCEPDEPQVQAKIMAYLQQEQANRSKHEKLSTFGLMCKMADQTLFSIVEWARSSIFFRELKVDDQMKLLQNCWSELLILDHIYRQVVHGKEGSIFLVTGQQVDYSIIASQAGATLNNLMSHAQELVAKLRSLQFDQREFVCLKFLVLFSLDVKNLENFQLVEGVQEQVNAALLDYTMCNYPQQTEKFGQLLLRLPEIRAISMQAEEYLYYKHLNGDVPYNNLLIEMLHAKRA
# KKLEB cytotox: reduces viability of KKLEB cystic fibrosis airway cells. KKLEB CF airway cells viability, ATPlite luminescence, overnight; stronger effect = lower value; cells stimulated with P. aeruginosa culture filtrate. activity change (cytotoxicity), % at 5 µM. 0.36% of 360,000 active. AID 602141;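 active = corrected activity change at or below -50% at 5 µM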
# TWEAK Fn14 block: TWEAK-Fn14 signaling inhibition; TWEAK-stimulated Fn14 reporter cells, luciferase luminescence, 8 h; inhibition, % at 10 µM; 2% of 360,000 active; AID 1159606; in the data active = inhibition above about 50%
# C8 TRAIL sens: caspase-8 TRAIL sensitization. 1% of 360,000 active. NB7+C8 cells + TRAIL, ATPlite viability luminescence. inhibition (viability loss, TRAIL sensitization), % at 10 µM;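 active = compounds causing at least 50% loss of cell viability in the single-dose screen, relative to plate controls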
# SRC1 inh: human NCOA1 inhibition. Q15788. HEK293 GAL4-SRC1 luciferase reporter, luminescence. inhibition, % at 3.6 µM. 0.12% of 360,000 active;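 active = inhibition above the campaign mean plus 3 SD, with each screening campaign given its own cutoff, cut at about 60% in these data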;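 note: 0% = DMSO treated cells and 100% = gossypol at 36 µM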
# SRC2 inh: inhibits human steroid receptor coactivator 2 | Q15596 | HEK293 GAL4-SRC2 luciferase reporter, luminescence | inhibition, % at 9 µM | 0.17% of 370,000 active | AID 651957;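 active = inhibition above the mean inhibition of all tested compounds plus 3 SD, set per campaign, cut at about 52% in these data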;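 note: 0% = DMSO treated cells and 100% = cells given Gossypol at 36 µM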
# TROY signal inh: inhibitors of TROY-dependent NF-kB signaling; Q293 LMP1-TROYcd NF-kB luciferase reporter, 4 h; inhibition, % at 10 µM; 0.98% of 360,000 active; AID 1347056;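 active = compounds whose plate-normalised and pattern-corrected inhibition of the luciferase reporter signal at the single screening dose is 50% or more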
# LMP1 NFkB inh: inhibitors of Epstein-Barr LMP1-induced NF-kappaB reporter. LMP1-induced NF-kappaB luciferase reporter cells, luminescence. inhibition, % at 12.5 µM. 0.69% of 350,000 active. AID 504558; in the data active = inhibition above about 41%; inconclusive = no clear call, values can overlap the other calls;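 note: 0% = neutral control wells and 100% = reference inhibitor control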
# SRC3 inh: inhibits human SRC3 coactivator; Q9Y6Q9; HEK293 GAL4-SRC3 luciferase reporter, luminescence; inhibition, % at 3.6 µM; 0.17% of 360,000 active; AID 588352;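 active = inhibition above a per-campaign cutoff, the mean of all compounds plus 3 SD, cut at about 60% in these data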;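 note: 0% = DMSO-treated cells and 100% = gossypol-treated cells at 36 µM; higher means less SRC3-driven luciferase light from the GAL4 reporter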
# Starred values were filed as active, the others as inactive; ? = inconclusive; · = no result given.
SMILES,COUP-TFII inh,CF NFkB block,NR5A2 inv ag,KKLEB cytotox,TWEAK Fn14 block,C8 TRAIL sens,SRC1 inh,SRC2 inh,TROY signal inh,LMP1 NFkB inh,SRC3 inh
N#CC1(c2ccccc2)CCC(=NNS(=O)(=O)c2ccccc2)CC1 (stereo not drawn),-8,4,-10,4,-21,-1,-2,-24,-7,-8,5
O=[N+]([O-])c1ccc(O)c(/C=N/Nc2ccccn2)c1,-25,69*,39,-65*,-26,42,27,20,16,47*,49
COc1ccc(/C=C(/NC(=O)c2cccs2)C(=O)Nc2ccc(C)cc2)cc1OC,4,-18,5,-3,0,-1,3,-11,5,4,4
OCc1ccc2c(c1)c(-c1ccc3c(c1)OCCO3)c(-c1ccccc1)n2-c1ccccc1,11,29,4,7,11,9,0,13,0,-1,-3
CC(=O)Nc1ccc(-n2nnnc2SCC(=O)N2CCN(C(=O)c3ccco3)CC2)cc1,2,8,3,-15,10,-12,5,-24,-13,-7,1
S=c1c2c(nc3nc[nH]n13)CCC2,9,5,3,0,22,2,13,0,-32,4,23
CCCn1c(SCC(=O)N2CCOCC2)nnc1-c1ccncc1,10,-1,-15,11,5,11,-3,-40,-15,-6,0
COC(=O)/C=C1\SC(=Nc2ccc(Cl)c(Cl)c2)NC1=O,17,23,10,-14,-8,7,4,-9,44,1,16
O=C(COc1ccc(Cl)cc1[N+](=O)[O-])NC1CCCCC1,-7,-6,-86,-6,9,24,-54,-3,-43,-35,-67
CCCCNC(=O)C1CC(=O)N(CCC(C)C)C1 (stereo not drawn),-2,8,-12,-2,0,2,7,-10,·,-1,-41
COc1ccc(/C=C2/Sc3ccc(C(=O)NCCN4CCCCCC4)cc3NC2=O)cc1,-5,5,-9,-8,-47,79*,-11,-14,-17,-1,1
Cc1nc(-c2ccc(F)cc2)c(CC(=O)N2CCN(S(=O)(=O)c3ccccc3Br)CC2)s1,9,-4,-22,-29,-2,-4,9,-6,3,1,2
CCOC(=O)CNC(=O)Cn1cnc2c(oc3ccccc32)c1=O,10,10,10,-12,1,-7,-8,-9,-26,1,1
Cc1cc(Cl)ccc1C(O)c1ncc(-c2ccc3ccccc3c2)[nH]1 (stereo not drawn),-4,-30,7,4,-10,-5,10,18,13,·,-13
O=C(Nc1ccc(C(=O)O)cc1)/C(=C\c1ccc2c(c1)OCO2)NC(=O)c1ccco1,5,8,-7,-10,3,8,-8,4,10,11,16
CCN(C(=O)C1CCN(S(=O)(=O)c2cccc3nonc23)CC1)c1ccccc1,3,18,7,-5,9,1,-5,20,-1,-6,3
CNC(=O)C1CCN(C(=O)c2ccc(-c3ccccc3)cc2)CC1,9,17,-13,2,-11,7,-24,-4,3,7,-7
O=C(c1cc2nc(-c3ccco3)cc(C(F)(F)F)n2n1)N1CCCCCC1,0,6,8,4,8,10,1,4,4,-2,7
CC1(C(=O)Nc2cccc(Oc3ccccc3)c2)CCN1Cc1cc2ccccc2o1 (stereo not drawn),-17,-5,-12,-1,2,4,1,-7,-2,·,-11
CN1CCCCCC1=NC1=C(C#N)CCCC1,2,0,2,-3,-19,0,5,-2,5,-1,13
CC(C)CC(=O)NC(=S)Nc1ccc(CN2CCOCC2)cc1,-13,-4,1,-3,-3,2,-23,1,2,-10,6
O=C(NC(Cc1c[nH]c2ccccc12)C(=O)O)/C(=C\c1ccc2c(c1)OCO2)NC(=O)c1ccccc1 (stereo not drawn),-2,-9,-7,7,2,3,-13,-27,10,2,0
C/C(=N\NC(=S)NCc1ccccc1)c1ccccc1,-16,-10,-8,-2,-15,-7,-12,-1,-45,-8,-9
O=C(/C=C/c1ccc([N+](=O)[O-])s1)N1CCCCC1,14,-19,8,0,47,9,-30,8,-13,-56,7
Cc1c(OC(C)C(=O)O)ccc2c3c(c(=O)oc12)CCCC3 (stereo not drawn),-8,0,7,2,56*,-19,-19,2,-6,-4,-15
CCN(C#N)c1nc(N(C)C)nc(N(C)C)n1,-11,-22,4,12,10,1,10,12,5,2,4
C[C@H](NC(=O)N1CCn2c1nc1ccccc12)C(=O)NCc1ccc(F)cc1,15,17,-7,-12,7,4,-28,20,20,3,-2
Cc1ccc(C(C)NC(=O)c2ccncc2)cc1C (stereo not drawn),-12,12,-3,1,-11,12,-14,17,7,-5,13
Cc1ccccc1NC(=O)Cc1nc(COC(=O)c2cccnc2Cl)cs1,12,-19,0,18,-5,-3,-19,11,7,-3,12
COc1cccc(C(C)(O)c2nc(-c3ccc(C)c(C)c3)cs2)c1 (stereo not drawn),7,-10,7,4,32,-23,0,24,22,·,-7
Cc1cc(C)cc(OCC(=O)NNC(=S)NC(=O)C2CC2)c1,11,-25,-15,14,-16,6,7,13,-17,2,2
O=C(Nc1ccc(S(=O)(=O)Nc2cnc3ccccc3n2)cc1)c1ccc(Br)o1,-4,-6,-15,8,6,-1,4,8,-10,0,-7
O=C(CN(Cc1ccccc1C(F)(F)F)C(=O)CNC(=O)c1ccco1)NC1CCCC1,7,1,15,7,-2,-8,-7,-24,11,5,-4
O=C(CNC(=O)C1CCCCC1)NC1=NCCS1,-14,-7,6,13,1,6,8,11,-14,2,8
COCCCNC(=S)N(CCCN(C)C)Cc1cc2cc3c(cc2[nH]c1=O)OCCO3,-17,2,7,-12,0,-5,-2,14,-15,15,-16
CCCCN1CCc2c([nH]c3ccc(C)cc23)C1=O,-12,-11,-115,7,-3,4,-136,-29,-45,-38,-85
Cc1cc2oc(=O)c(CC(=O)O)c(C)c2c2occ(C(C)(C)C)c12,-8,4,-13,0,-3,6,-4,-28,-54,28,-32
CCOC(=O)C1=CCN(S(=O)(=O)c2ccccc2C)C1c1ccc(Cl)c(Cl)c1 (stereo not drawn),2,2,-8,4,7,0,14,35,6,·,0
Cc1ccc(C(=O)NCCn2c(N)c(C#N)c3nc4ccccc4nc32)cc1,16,-17,1,13,-10,-8,8,6,7,-1,6
CCN(CC)S(=O)(=O)c1ccc(/C=C/C(=O)OCC(=O)N(C)C)cc1,5,-14,-8,7,36,-3,14,12,-9,-1,-8
Cc1ccc(C(=O)CC(=O)c2ccccc2C)c(O)c1,-25,-14,17,9,15,-9,-1,1,5,12,-6
O=C(COC(=O)C1CCCCC1)Nc1ccc(N2CCCCC2)cc1,-7,-10,-5,6,33,12,-21,7,-17,-1,-4
N#Cc1ccc(CN2CCN(CC(=O)Nc3ccccc3C(=O)NC3CC3)CC2)cc1,-1,9,9,9,-13,-2,-5,4,-6,2,13
COC(=O)c1ccc(C(=O)NN)cc1,9,0,18,9,-14,-8,23,12,-5,0,19
CCN1/C(=C2/SC(=S)NC2=O)Sc2ccccc21,-11,-1,-16,-2,-4,-3,-43,1,11,8,1

# Full records, looked up by structure. Screens in order: COUP-TFII inh | CF NFkB block | NR5A2 inv ag | KKLEB cytotox | TWEAK Fn14 block | C8 TRAIL sens | SRC1 inh | SRC2 inh | TROY signal inh | LMP1 NFkB inh | SRC3 inh
# CCN(C#N)c1nc(N(C)C)nc(N(C)C)n1 reads -11 | -22 | 4 | 12 | 10 | 1 | 10 | 12 | 5 | 2 | 4
# CCOC(=O)CNC(=O)Cn1cnc2c(oc3ccccc32)c1=O reads 10 | 10 | 10 | -12 | 1 | -7 | -8 | -9 | -26 | 1 | 1
# Cc1cc(Cl)ccc1C(O)c1ncc(-c2ccc3ccccc3c2)[nH]1 (stereo not drawn) reads -4 | -30 | 7 | 4 | -10 | -5 | 10 | 18 | 13 | · | -13

# More records.
SMILES,COUP-TFII inh,CF NFkB block,NR5A2 inv ag,KKLEB cytotox,TWEAK Fn14 block,C8 TRAIL sens,SRC1 inh,SRC2 inh,TROY signal inh,LMP1 NFkB inh,SRC3 inh
CC(=O)Nc1ccc2nc(NC(=O)COc3ccccc3Cl)sc2c1,-13,9,-73,-9,-12,-13,-48,-30,-65,15,-21
C=CCNC(=O)C1CCC(C(=O)NCC=C)CC1 (stereo not drawn),4,-2,5,-2,-13,3,-1,-3,-1,2,-1
COc1ccc(CCNC(=O)CSc2nnc(Cn3c(=O)sc4ccccc43)n2C)cc1OC,·,-4,16,2,13,-1,6,·,2,2,2
COc1ccc(C(=O)N2CCCC(C(N)=O)C2)cc1S(=O)(=O)N1CCOCC1 (stereo not drawn),4,8,12,3,9,-5,6,-12,-4,-4,6
CN1CCN(CCC(=O)Nc2ccccc2)CC1,9,-9,6,-2,-6,-14,-24,-6,7,40,-17
COc1cccc(N2C(=O)CC(N3CCN(S(=O)(=O)c4ccccc4)CC3)C2=O)c1 (stereo not drawn),7,-7,-32,4,6,0,-21,-18,-25,4,20
Clc1ccc(Cn2ccc(C3CC3)n2)cc1,-12,-6,-10,9,3,-2,-22,-12,-9,-6,-21
Cc1cc2nccc(-c3ccncc3)n2n1,9,35,7,4,33,0,17,34,8,1,37
NS(=O)(=O)c1cc(C(=O)OCC(=O)Nc2ccc(Cl)cc2[N+](=O)[O-])ccc1Cl,-15,16,4,-1,-2,-7,-8,-2,15,-5,1
COc1ccccc1CN1CCNC(=O)C1CC(=O)NCc1c(C)n[nH]c1C (stereo not drawn),-7,3,4,-4,-4,-3,6,1,-2,5,9
Cc1ccc(NC(=O)Nc2nnc(Cc3ccc([N+](=O)[O-])cc3)s2)cc1,-21,6,-38,-2,-33,5,-27,-55,-67,-37,2
CCn1c(NC(=O)/C=C/c2ccc(F)cc2)nc2ccccc21,8,-9,11,6,-11,3,4,14,-7,16,-14
Cc1ccc(NC(=O)c2ccccc2Cl)cc1-n1cnnn1,0,7,-9,-1,-7,-1,11,-3,13,-1,15
COc1ccc(S(=O)(=O)N2CCN(Cc3cc(OC)c(O)c(OC)c3)CC2)cc1,-26,4,0,3,4,-1,2,-11,7,1,-15
O=C(CSC1=NNC(c2ccccn2)S1)Nc1ccccc1 (stereo not drawn),0,31,-39,-7,3,2,-48,-1,26,-3,-15
Cc1ccc2c(c1)-c1c(cnn1CC(=O)NC(C)CCc1ccco1)CO2 (stereo not drawn),11,8,-9,-4,17,-15,-2,11,-3,-3,-16
C1=Cc2ccccc2Nc2ccccc21,10,-6,11,0,-15,-20,6,16,-1,-3,20
COc1cc(OC)cc(C(=O)NC(C(=O)N2CCc3ccccc3C2)C(C)C)c1 (stereo not drawn),18,12,-19,-2,4,21,-19,-10,6,4,3
Cc1ccc(C(=O)O/N=C(\N)Cc2cccs2)c(Cl)c1,·,-24,-171,-5,-16,96*,-70,·,-41,-98,-122
CCCC(C)NC(C)C(=O)NC1CCCC1 (stereo not drawn),-1,-4,10,-3,-5,-6,7,-22,13,66*,0
CCOCCCn1c(=S)[nH]c2ncccc2c1=O,-3,-8,7,-6,2,-1,13,-5,-4,?,9
Cc1nn(CCc2nn[nH]n2)c2nc(-c3ccccc3)cc(C(F)(F)F)c12,-15,1,12,12,-4,11,2,-15,11,-13,5
COc1ccc(C#Cc2c(-c3ccc(OC)cc3)oc3ccc(-c4ccc(OC)cc4)cc23)cc1,3,21,0,-24,15,5,3,-20,0,-15,6
CN(CC(=O)Nc1c(Cl)cccc1Cl)C(=O)Cc1ccc2c(c1)CCC2,-3,-8,4,-10,-7,-9,-21,-8,16,2,6
CCN1CCN(C(=S)c2ccc(SC)cc2)CC1,-1,-9,15,13,14,4,-29,-5,4,5,9
